B2AR arrestin = recruits beta-arrestin to the human beta2-adrenergic receptor | beta-arrestin recruitment to beta2AR, cell-based reporter | Potency, µM (highest dose often 46.1 µM), without a hit: at the top dose activation, actives largely listed as activators | 0.02% of 330,000 active;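 further: potency means the concentration at half of the fitted maximal effect; 0% = DMSO controls and full agonism = EC100 isoproterenol or metaproterenol; nearly all actives have a fitted effect of over 65% in size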
Target sequence (P07550 whole entry, looked up): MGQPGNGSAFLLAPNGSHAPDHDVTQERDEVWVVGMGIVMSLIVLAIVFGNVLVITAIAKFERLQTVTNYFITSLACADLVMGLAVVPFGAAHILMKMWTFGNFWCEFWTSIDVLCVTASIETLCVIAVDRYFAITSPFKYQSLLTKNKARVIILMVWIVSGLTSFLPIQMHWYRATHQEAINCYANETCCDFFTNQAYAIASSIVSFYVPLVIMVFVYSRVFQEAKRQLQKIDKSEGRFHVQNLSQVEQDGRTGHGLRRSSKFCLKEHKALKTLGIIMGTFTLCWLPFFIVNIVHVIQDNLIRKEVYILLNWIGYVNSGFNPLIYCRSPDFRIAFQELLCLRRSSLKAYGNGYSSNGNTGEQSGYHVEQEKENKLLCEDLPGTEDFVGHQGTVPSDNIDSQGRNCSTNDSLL
S-ASM inh = blocks human secretory acid sphingomyelinase. 0.006% of 340,000 active. placental ASM, HMU-PC fluorogenic substrate, 60 min. AID 504937. Potency, µM (highest dose often 57.5 µM), for inactives: at the top dose activity change, negative = inhibition, actives largely listed as inhibitors; further: potency means the concentration at half of the fitted maximal effect
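Steps: dispense placental human ASM, pin compound, wait 10 min at room temperature, add HMU-PC0 substrate at 9 uM final, incubate 60 min at 37 °C, add stop solution raising pH to 10, read fluorescence.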
Integrin act MD = activators of alpha7 integrin expression for muscular dystrophy; alpha7betagal myoblasts, beta-gal FDG fluorescence, 48 h; Potency, µM (series often up to 38.3 µM), without a hit: at the top dose activation, actives largely listed as activators; 0.064% of 350,000 active; AID 624291;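 further: potency means the concentration at half of the fitted maximal effect; 100% = response of the positive control SU9516; nearly all actives have a fitted effect of over 60% in size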
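alpha7betagal+/- myoblasts (passage 13, 250/well) treated 48 h at 37C with compounds at 1:260 dilution of DMSO stock. Lysed, then beta-galactosidase activity read as FDG fluorescence (ex 480/em 540) after 30 min, with pre-read for autofluorescence.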
Eya2 phos inh = blocks the phosphatase activity of human Eya2 | O00167 | recombinant Eya2, OMFP fluorescence dephosphorylation (OMFP is methylfluorescein phosphate) | Potency, µM (highest dose often 76.9 µM), inactives show top-dose activity, negative = inhibition, most hits filed as inhibitors | 0.006% of 330,000 active | AID 488837; further: potency means the concentration at half of the fitted maximal effect; on the % scale 0 is the no-effect control and ±100 the full control effect
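Eya2 (0.2 uM) preincubated 10 min at ambient with compound, then OMFP substrate added at 50 uM; 10 min reaction in 50 mM HEPES pH 7.5, 50 mM NaCl, 5 uM MgCl2, 0.05% BSA, 1 mM DTT. Fluorescence read at Ex 485/Em 525 nm.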
TSG101-PTAP inh = blocks PTAP/TSG101 interaction to inhibit HIV-1 budding. Q99816. Fluorescence polarization, FITC-PTAP peptide / Tsg101 binding. Potency, µM (highest dose often 115 µM), without a hit: at the top dose activity change, negative = inhibition, most hits filed as inhibitors. 340,000 tested, under 10 active; active means well fitted inhibition curve with a large enough effect in the main read-out, with a control signal flat, not every such curve was filed as active; inconclusive means small, poorly fitted or top-dose-only effect, or effect the other way, or a change in a side signal; inactive means no such curve, though single readings can be large or run the other way; further: potency means the concentration at half of the fitted maximal effect; % of control where 0% means no effect
Target sequence (Q99816 whole entry, looked up): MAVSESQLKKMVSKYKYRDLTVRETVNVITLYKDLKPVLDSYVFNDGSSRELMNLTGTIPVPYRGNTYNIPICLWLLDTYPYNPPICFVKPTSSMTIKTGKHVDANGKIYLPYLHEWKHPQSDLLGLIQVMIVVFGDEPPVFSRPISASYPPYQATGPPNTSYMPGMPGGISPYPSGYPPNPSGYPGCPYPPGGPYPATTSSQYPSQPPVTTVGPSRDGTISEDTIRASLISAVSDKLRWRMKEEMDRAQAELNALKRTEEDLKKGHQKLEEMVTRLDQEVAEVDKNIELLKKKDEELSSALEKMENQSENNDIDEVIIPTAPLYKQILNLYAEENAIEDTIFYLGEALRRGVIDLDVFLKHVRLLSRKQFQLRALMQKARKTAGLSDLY
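Compounds were pin-transferred onto Tsg101 binding domain (10 uM final) in HEPES pH 7.5 buffer, then FITC-PTAP peptide was added at 50 nM final. After 20 min at RT, polarization reported peptide displacement across a qHTS concentration series.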
TRPV1 agonist = activates the human vanilloid receptor TRPV1 | Q8NER1 | TRPV1-expressing cells, Fluo-8 calcium influx, agonist mode | activation, % at 8.33 µM | 0.19% of 320,000 active | AID 540275; in the data active means activation above about 80%; inconclusive means between about 30% and that limit; further: 0% is about no effect
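Fluo-8 calcium influx in TRPV1-expressing cells, kinetic read (ex 480/em 520 nm). Compound added and read 3 min for agonist activity, followed by capsaicin at EC20 final and 2 min further read for enhancement.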
p53 reactivator = mutant p53 re-activation in reporter cells | 0.063% of 320,000 active | AID 504706 | H1299 p53-A138V BP100-luciferase reporter, luminescence, 24 h | Potency, µM (series often up to 92.2 µM), for the others: top-dose activity change, positive = activation, usual class: activators; further: potency means the concentration at half of the fitted maximal effect; % of control where 0% means no effect; nearly all actives have a fitted effect of over 45% in size
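p53-null H1299 cells stably carrying temperature-sensitive p53-A138V and a BP100-luciferase reporter were pinned with compounds (4-point, 1:5 series) and held 24 hrs at 37 deg C. Luminescence was read 10 min after detection reagent.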
BRCA1 expr act = increases BRCA1 expression. MCF7-BRCA1-FFLuc reporter, luminescence, 48 h; response scale: scaled: vehicle 0%, 10 µM genistein 100%. Potency, µM (titrated, usually from 46.1 µM), for inactives: at the highest dose activation, most hits filed as activators. 1.1% of 380,000 active. AID 624202; further: potency means the concentration at half of the fitted maximal effect; nearly all actives have a fitted effect of over 80% in size; some results filed as inactive show a strong effect at the top dose
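48 h compound treatment of MCF7-BRCA1-FFLuc cells (phenol-red free MEM, 37 °C), then 15 min with luciferase substrate and luminescence imaging.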
USP2a block = inhibitors of human ubiquitin-specific protease USP2a | O75604 | USP2 core, Ub-CHOP2 coupled fluorogenic reporter, 485/531 | Potency, µM (doses to about 38.3 µM), for the others: top-dose activity change, negative = inhibition, actives largely listed as inhibitors | 0.01% of 330,000 active;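 further: potency means the concentration at half of the fitted maximal effect; plate controls were DMSO wells for no effect and full inhibition by NEM control for full effect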
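Deubiquitinase activity read as fluorescence (485/531 nm) after Ub-CHOP2 cleavage activates the enterokinase reporter on its substrate; USP2 core 10nM, Ub-CHOP2 and substrate 25nM each, 30min compound preincubation then 60min RT; data normalized to NEM, curves fitted.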
uPA generation = blocks generation of uPA at the cell surface. cell surface uPA generation assay, qHTS. Potency, µM (doses to about 38.3 µM), without a hit: at the top dose activity change, negative = inhibition, hits mostly inhibitors. 0.31% of 330,000 active; active means well fitted inhibition curve with a large enough effect; inconclusive means small, poorly fitted or top-dose-only effect; inactive means no such curve, though single readings can be large or run the other way; tested in mouse RAW 264.7 cells; further: potency means the concentration at half of the fitted maximal effect; on the % scale 0 is the no-effect control and ±100 the full control effect; nearly all actives have a fitted effect of over 55% in size
ELG1 genotox = genotoxicity induction in ELG1-luciferase HEK293T cells; HEK293T ELG1-luciferase reporter, luminescence, 16 h; Potency, µM (highest dose often 46 µM), for the others: top-dose activity change, positive = activation, hits mostly activators; 1.3% of 330,000 active; AID 504466; further: potency means the concentration at half of the fitted maximal effect; % of control where 0% means no effect; nearly all actives have a fitted effect of over 60% in size
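Genotoxicity was scored as increased ELG1-luciferase reporter signal, measured by ONE-Glo luminescence (30 min, room temperature). Compound or vehicle exposure of the HEK293T reporter cells lasted 16 hr at 37°C.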
* hit, by the source's call; ? = inconclusive; . = not tested or not shown; [ ] = dose if it differs, or a comment. Unless noted, the call rests on the fitted dose curve; in most records, active means well fitted curve in the direction sought with a large enough effect; inconclusive means small, poorly fitted or top-dose-only effect, or another doubt; inactive means no such curve, though single readings can be large; an effect the other way counts as inactive or inconclusive.

SMILES	B2AR arrestin	S-ASM inh	Integrin act MD	Eya2 phos inh	TSG101-PTAP inh	TRPV1 agonist	p53 reactivator	BRCA1 expr act	USP2a block	uPA generation	ELG1 genotox
COc1ccccc1N(CC(=O)NC(C)(C)C)C(=O)Cn1nnc(-c2ccc(C)o2)n1	-0.6%	-1%	1%[7.66 µM]	7%	-8%	-1	-2%	-4%	-4%	.	0%
CCCCN(CCCNC(=O)C1CCCN(S(=O)(=O)CCC)C1)Cc1ccccc1 (configuration not stated)	0.3%	0%	-26%	16%	-7%	8	-3%	11%	5%	-14%	-2%
CCOC(=O)CCS(=O)(=O)c1nc(-c2ccccc2)cc(C(F)(F)F)n1	-0.3%	0%	-47%[inhibitor]	-2%	-2%	19	-18%	-93%[inhibitor]	-1%	0%	-13%
C[C@@H]1C(c2cccc(Cl)c2)=NN(c2ccccc2)[C@H]1C(=O)N1CCOC1=O	0.2%	.	34%	-29%	-2%	.	1%	-61%	0%	-10%	-2%
Cc1c(C=O)c(C=O)c(C)n1Cc1ccccc1	9.7%	-1%	-57%[inhibitor]	3%	-3%	5	-5%	-79%	4%	-12%	-4%
Nc1nc(Nc2ccccc2F)nc(N2CCOCC2)c1[N+](=O)[O-]	-0.3%	-4%	16%	-6%	8%	17	3%	-5%	1%	-13%	-1%
Cc1ccc(Sc2ncccc2NC(=O)c2ccccc2Cl)cc1	-0.8%	-1%	-22%	4%	0%	14	0%	-2%	3%	17%	2%
CCCC1=Nc2cc(C(=O)N3CCC(C(N)=O)CC3)ccc2Sc2ccccc21	-0.8%	-7%	5%	3%	-5%	15	-8%	-9%	2%	1%	-2%
O=S1(=O)CCN2C(Cc3ccc(SC(F)F)cc3)=CSC2=N1	0.2%	-1%	-23%	9%	-2%	0	-4%	-10%	-1%	3%	-13%
COc1cc(OC)c(C(=O)OCC(=O)NC23CC4CC(CC(C4)C2)C3)cc1OC	0.0%	0%	7%	-26%	-3%	.	0%	-15%	8%	-4%	1%
CCN(CC)S(=O)(=O)c1cccc(-c2nnc(SCC(=O)NC)n2N)c1	-0.2%	7%	-4%	13%	-3%	-4	0%	6%	8%	2%	-1%
CCOC(=O)c1c(-c2ccc(OC)cc2)oc2cc(Br)c(O)cc12	-0.2%	37%[activator]	-24%	-6%	-8%	0	-4%	3%	-2%	-2%	-1%
CC(=O)c1sc(N/N=C/c2cccc([N+](=O)[O-])c2)nc1C	-0.6%	-13%	-24%	0%	-2%	2	5%	66%	0%	-1%	?
CCOC(=O)c1nc(-c2ccc3c(c2)OCO3)[nH]c1C	-0.1%	0%	-25%	-8%	-2%	1	?	38%	3%	?	12%
COc1cccc(N2[C@@H](CC(=O)O)c3ccccc3S2(=O)=O)c1	.	-1%	30%	.	-2%	.	.	1%	.	9%	.
Cc1ccc(N2C(=O)N(CC(=O)Nc3ccc(C)cc3Cl)C(=O)C2C)cc1 (configuration not stated)	-0.3%	2%	-18%	5%	0%	13	-1%	6%	1%	0%	28%
Oc1c(C(Nc2nccs2)c2ccc(C(F)(F)F)cc2)ccc2cccnc12 (configuration not stated)	-0.5%	2%	-76%[inhibitor]	0%	-2%	4	?	-81%	-9%	3%	?
O=C(CN1CCN(C(=O)c2cccc(F)c2)CC1)Nc1ccccc1F	-0.1%	0%	-11%	-8%	0%	20	-15%	-5%	3%	1%	-1%
Cc1cc(C)c(NC(=O)COC(=O)Cc2ccsc2)c(C)c1	-0.5%	4%	-9%	7%	-5%	8	-2%	3%	2%	3%	3%
CC(=O)Nc1cccc(C(=O)OC(C)C(=O)Nc2ccc(S(=O)(=O)N3CCCC3)cc2)c1 (configuration not stated)	-0.2%	-1%	-7%	-19%	-4%	-3	2%	-6%	0%	9%	5%

Just TRPV1 agonist, for some of the entries so far:
compound	TRPV1 agonist
Cc1cc(C)c(NC(=O)COC(=O)Cc2ccsc2)c(C)c1	8
CC(=O)Nc1cccc(C(=O)OC(C)C(=O)Nc2ccc(S(=O)(=O)N3CCCC3)cc2)c1 (configuration not stated)	-3

Going on with the list.
SMILES	B2AR arrestin	S-ASM inh	Integrin act MD	Eya2 phos inh	TSG101-PTAP inh	TRPV1 agonist	p53 reactivator	BRCA1 expr act	USP2a block	uPA generation	ELG1 genotox
CN(C)c1ccc(/C=N/NC(=O)CCC(=O)NCc2ccccc2)cc1	-0.3%	118%[activator]	13%	8%	-1%	-1	17%	6%	2%	-1%	-1%
CCCCn1c(N)c(N(CCOC)C(=O)C2CCN(C(=O)c3ccc(Cl)cc3)CC2)c(=O)[nH]c1=O	-0.2%	3%	9%	-26%	0%	3	2%	-19%	2%	1%	-3%
O=C(COC(=O)c1cccs1)NCc1ccc2c(c1)OCO2	-1.1%	1%	18%	25%	-1%	1	16%	1%	1%	1%	-2%
CCOC(=O)C(C)Sc1nc(=O)n2cccc(C)c2n1 (configuration not stated)	0.4%	-3%	-3%	3%	-3%	-1	2%	14%	-1%	1%	3%
CC[C@]12c3[nH]c4cc(CCC(=O)N(C)C)ccc4c3CCN1C(=O)[C@@H](CC(=O)NCc1cccc(C(F)(F)F)c1)C[C@@H]2C(=O)N1CCN(C(=O)c2ccco2)CC1	-0.1%	3%	-3%	3%	-4%	.	-8%	-35%	2%	7%	?
CCCCCC(=O)Nc1ccc2oc(-c3ccncc3)nc2c1	-0.1%	43%	6%	25%	0%	14	-3%	18%	3%	-4%	0%
Cc1cccc(-c2nnc(SCc3ccc(C#N)cc3)n2Cc2ccco2)c1	-0.4%	-2%	28%	-20%	-8%	0	6%	-44%	-1%	.	-5%
Cc1onc(-c2ccccc2Cl)c1C(=O)OCC(=O)c1ccccc1	-0.2%	-2%	-3%	-2%	-2%	26	1%	-2%	3%	-10%	-3%
COc1ccc(CNc2nc(=S)[nH]c3cc(OC)c(OC)cc23)cc1	-0.3%	0%	-21%	2%	1%	4	-4%	-1%	0%	5%	1%
O=C(/C=C1\NC2(CCCC2)Cc2ccccc21)N1CCOCC1	-1.0%	0%	-11%	1%	-1%	?	-9%	-32%	0%	4%	4%
CCCCNS(=O)(=O)c1cccc(S(=O)(=O)N2CCCC2)c1	0.0%	5%	-16%	11%	0%	-1	-3%	-20%	7%	3%	1%
CC(C)Cn1c(N)c(C(=O)CSc2ncccn2)c(=O)n(C)c1=O	0.0%	-3%	-14%	24%	-2%	6	6%	7%	-1%	1%	-5%
CC(C)NC(=O)COc1coc(CN2CCN(C(=O)c3ccco3)CC2)cc1=O	0.1%	3%	-3%	1%	2%	2	9%	-1%	0%	11%	1%
Cc1ccc2[nH]c(C)c(CCNC(=O)NC3CCCCC3)c2c1	0.0%	11%	0%	17%	-1%	24	1%	-10%	1%	-1%	1%
O=C(c1cc(-c2ccc(Cl)cc2)n(-c2ccc(Cl)c(Cl)c2)n1)N1CCOCC1	-0.1%	?	-29%	5%	-3%	?	-6%	-28%	1%	5%	-5%
CCn1cc(C(=O)NCCCOC)c(=O)c2cc(S(=O)(=O)N(C)C3CCCCC3)ccc21	-0.1%	-4%	0%	0%	1%	?	0%	0%	1%	-27%	0%
O=C(COC(=O)c1cc([N+](=O)[O-])ccc1Cl)NCCc1ccccc1	-0.4%	-2%	0%	14%	-3%	3	11%	-3%	2%	1%	-2%
Cc1cc(C)nc(NS(=O)(=O)c2ccc(NC(=O)Cc3ccccc3F)cc2)n1	0.5%	7%	3%	12%	-2%	3	0%	-8%	1%	5%	2%
CN(CCCCN1CCOCC1)Cc1nc(-c2ccc3c(c2)OCO3)no1	-1.0%	-1%	19%	-2%	-14%	0	8%	50%	2%	-5%	6%
Cc1ccc(N(C(=O)c2ccc(Br)o2)C2C=CS(=O)(=O)C2)cc1 (configuration not stated)	-0.1%	1%	-48%	2%	-1%	-1	-2%	0%	1%	-2%	8%
CCOC(OCC)c1cn(Cc2ccc3c(c2)C(=O)c2ccccc2C3=O)nn1	-0.6%	.	.	-2%	.	0	11%	.	1%	.	-5%
O=C(c1cccc(C(=O)N2CCN(c3ncccn3)CC2)c1)N1CCN(c2ncccn2)CC1	-0.3%	0%	-14%	8%	-2%	3	-3%	-25%	2%	-6%	0%
Cc1ccc(NC(=O)COC(=O)C2CSC3(C)CCC(=O)N23)c(C)c1 (configuration not stated)	-0.3%	12%	16%	9%	-3%	-3	0%	10%	3%	4%	-3%

Screens from PubChem.
